Source: PubChem BioAssay
HCMV antiviral – blocks human cytomegalovirus replication. HFF cells, HCMV-luciferase reporter, 72 h; stronger effect = lower value. activity change, negative = inhibition, % at 57.5 µM. 410,000 compounds, 4.5% hits. AID 1259415; in the data active means activity change below about -60%; inconclusive means no clear call, values can overlap the other calls; inactive means above about -39%
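Two compound doses tested in HFFs infected with HCMV-luciferase, MOI 1 PFU/cell, 72 h at 37C. Lysate luminescence read with OneGlo; data normalized against buffer-only and 10uM Salinomycin inhibitor controls.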
AmpC inh detg – AmpC beta-lactamase inhibition with detergent present; AmpC hydrolysis of nitrocefin, absorbance 480 nm, 0.01% Triton; Potency, µM (highest dose often 114 µM), without a hit: top-dose activity change, negative = inhibition, hits mostly inhibitors; 370,000 compounds, 0.041% hits; AID 485294; active means well fitted inhibition curve with a large enough effect; inconclusive means small, poorly fitted or top-dose-only effect;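 further: potency means the concentration at half of the fitted maximal effect; 0% = no-compound wells and -100% = no-enzyme wells; nearly all actives have a fitted effect of over 25% in size; some results filed as inactive show a strong effect at the top dose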
Target sequence (P00811 whole entry, looked up): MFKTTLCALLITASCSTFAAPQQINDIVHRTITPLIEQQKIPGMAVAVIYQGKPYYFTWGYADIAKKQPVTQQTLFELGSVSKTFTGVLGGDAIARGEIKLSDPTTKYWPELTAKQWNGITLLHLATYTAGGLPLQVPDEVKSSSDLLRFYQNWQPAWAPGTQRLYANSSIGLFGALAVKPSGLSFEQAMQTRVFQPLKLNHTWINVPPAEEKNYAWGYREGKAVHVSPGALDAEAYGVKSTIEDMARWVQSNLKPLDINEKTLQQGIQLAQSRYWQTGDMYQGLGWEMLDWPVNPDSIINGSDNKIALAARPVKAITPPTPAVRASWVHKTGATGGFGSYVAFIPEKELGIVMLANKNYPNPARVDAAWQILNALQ
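AmpC (5.3 nM in the dispensed reagent) in 20 mM phosphate pH 7.0 with 0.01% (detergent screen) or 0.0001% Triton X-100 was preincubated with compounds for 15 min at room temperature. Nitrocefin was then added from an 800 uM solution, and hydrolysis was followed at 480 nm.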
Active calls of the source: *; ? = inconclusive. Unless noted, on the % scale 0 is the no-effect control and ±100 the full control effect.

Start of the listing, in advance:
SMILES | HCMV antiviral | AmpC inh detg
Cc1ccc(C)c(Cn2c(=O)n(-c3ccc(F)cc3)c(=O)c3sc4ccccc4c32)c1 | 5.1 | 12.7%
COC(=O)c1cc2sc(C)cc2n1CC(=O)Nc1ccc(C)cc1Cl | -23.9 | 0.7%
CC(=O)N1CCC2(CC1)OC(=O)C(C)=C2C(=O)NCc1ccccc1Cl | 0.0 | -4.9%
O=C(NCC(c1cccs1)S(=O)(=O)c1ccccc1)c1ccc(C(F)(F)F)cc1 (stereo not given) | -20.0 | -0.8%
COc1ccc(NC(=O)[C@@H](c2ccccc2)N2Cc3ccccc3C2=O)cc1OC | 5.7 | 0.1%
Cc1ccc2nc(N3CCN(c4ccccc4F)CC3)c3nnnn3c2c1 | -36.9 | 0.3%
COc1ccc(NC(=O)CC2C(=O)N(c3ccc(OC)cc3)C(=O)N2CCC2=CCCCC2)cc1 (stereo not given) | -7.4 | -8.0%

The list itself, from the first entry:
SMILES | HCMV antiviral | AmpC inh detg
Cc1ccc(C)c(Cn2c(=O)n(-c3ccc(F)cc3)c(=O)c3sc4ccccc4c32)c1 | 5.1 | 12.7%
COC(=O)c1cc2sc(C)cc2n1CC(=O)Nc1ccc(C)cc1Cl | -23.9 | 0.7%
CC(=O)N1CCC2(CC1)OC(=O)C(C)=C2C(=O)NCc1ccccc1Cl | 0.0 | -4.9%
O=C(NCC(c1cccs1)S(=O)(=O)c1ccccc1)c1ccc(C(F)(F)F)cc1 (stereo not given) | -20.0 | -0.8%
COc1ccc(NC(=O)[C@@H](c2ccccc2)N2Cc3ccccc3C2=O)cc1OC | 5.7 | 0.1%
Cc1ccc2nc(N3CCN(c4ccccc4F)CC3)c3nnnn3c2c1 | -36.9 | 0.3%
COc1ccc(NC(=O)CC2C(=O)N(c3ccc(OC)cc3)C(=O)N2CCC2=CCCCC2)cc1 (stereo not given) | -7.4 | -8.0%
CCc1c(-c2ccccc2)nc2ccccc2c1C(=O)NCCc1ccccc1 | -17.3 | 1.8%
COC(=O)c1ccccc1NC(=O)c1nn(C)c2c1COc1ccccc1-2 | -12.8 | 3.5%
Cc1ccc(-n2nc(CO)c(C(=O)NCc3cccs3)n2)cc1C | -32.8 | -4.0%
Cc1cc(Cl)ccc1NC(=O)c1cc2ccccn2n1 | 52.9 | 2.8%
COc1ccc(C(=O)N(Cc2cc(OC)c(OC)c(OC)c2)CC2CCCO2)cc1 (stereo not given) | ? | -1.4%
Cc1ccc(OCC(=O)NCC(c2ccc(Cl)cc2)N2CCOCC2)cc1C (stereo not given) | -7.0 | 14.7%
CCOc1ccc(-c2cccc(NS(=O)(=O)c3ccccc3C(F)(F)F)c2)nn1 | 8.3 | 27.0%
Cc1ccc(CCNC(=O)CCCn2c(=O)c3ccccc3n(Cc3ccccc3C#N)c2=O)cc1 | -6.2 | 19.6%
CCc1ccc(NC(=O)Cn2c(=O)oc3cc(S(=O)(=O)N4CCCCCC4)ccc32)cc1 | -36.7 | 12.9%
O=C(Nc1ccc(N2CCN(CCOc3ccc(Cl)cc3)CC2)c(C(=O)O)c1)c1ccc(F)cc1 | -1.3 | -6.8%
COc1ccc2c(c1)c(=O)c(S(=O)(=O)c1ccc(C)cc1)cn2Cc1ccccc1C | -14.9 | 1.9%
Cc1cc(N2CCN(c3cccc(C)c3C)CC2)n2cnnc2n1 | -18.3 | ?
c1csc(C2=NC(c3ccncc3)=Nc3ccccc3N2)c1 | -6.4 | -13.2%
COC(=O)c1c(NC(=O)c2cc(OC)c(OC)c(OC)c2Br)sc2c1CCC(C)C2 (stereo not given) | -1.9 | -1.5%
O=c1c2c3c(sc2n(Cc2ccccc2F)c(=O)n1-c1ccc(Cl)cc1)CCCC3 | 7.7 | 11.5%
Cc1cc(=O)n(CC(=O)N2CCCc3ccccc32)c2c1c(C)nn2-c1cccc(F)c1 | -3.7 | 10.6%
CCNC(=O)C1CCCN(c2nnc(C)c3c(C)n(-c4ccc(C)cc4)nc23)C1 (stereo not given) | -27.5 | 9.5%
COc1ccc(-n2c(SCc3nc(-c4ccc(Cl)cc4)no3)nnc2-c2ccncc2)cc1 | -35.1 | 9.3%
CCCCn1cnc2cc(NCc3ccc(OCC)cc3)ccc21 | 24.2 | 22.8%
CCC1Sc2ccccc2N(CC(=O)NCc2ccc(C)cc2)C1=O (stereo not given) | 7.1 | 3.7%
COc1cccc(C(=O)CC2(O)C(=O)N(Cc3ccccc3)c3ccccc32)c1 (stereo not given) | ? | 2.9%
Fc1ccc(C2=NC(c3cccc(C(F)(F)F)c3)=Nc3ccccc3N2)cc1 | -6.6 | 18.2%
CC(C)OCCCn1c(SCc2cccc(Br)c2)nc2c(sc3ccccc32)c1=O | -4.1 | -5.3%
Cc1ccccc1CN1CCCN(CC(=O)Nc2c(C)cccc2C)S1(=O)=O | 4.1 | -4.0%
O=C(CSc1oc(-c2ccco2)nc1S(=O)(=O)c1ccc(Cl)cc1)c1ccc(Cl)cc1 | -10.2 | 3.3%
CCC1CN(C(=O)Nc2cc(Cl)ccc2C(=O)OC)c2ccccc2S1 (stereo not given) | 16.5 | -10.2%
Cc1nnc(N2CCCC(C(=O)NCc3ccccc3)C2)c2nn(-c3ccccc3)c(C)c12 (stereo not given) | 1.5 | -5.0%
COc1ccc(CCNC(=O)c2cccc(Nc3nc4ccccc4nc3-n3nc(C)cc3C)c2)cc1OC | 23.1 | -6.0%
CC(C)(C)c1ccc(-c2nc3cc(NC(=O)c4cc5ccccc5o4)ccc3o2)cc1 | -25.4 | 1.7%
CC(=O)C1=C(c2ccc(C)cc2)N(C(C)=O)n2c(nnc2C2CCCCC2)S1 | -27.5 | 4.1%
COc1ccc(N2Cc3cccc(C(=O)Nc4ccc(C)cc4)c3C2=O)cc1 | -25.0 | 0.8%
Cc1ccc(-n2c(=O)c3ccc(C(=O)NCc4ccco4)cc3n(Cc3ccc(Cl)cc3)c2=O)cc1 | ? | 0.6%
Cc1ccc(S(=O)(=O)Nc2ccc(-c3ccc(N4CCCCCC4)nn3)cc2)c(C)c1 | -14.0 | -0.8%
O=c1c2ccccc2nc(/C=C/c2ccccc2)n1-c1ccccc1F | 5.3 | 5.8%
COC(=O)c1sccc1S(=O)(=O)N1CCN(c2ccc(Cl)cc2)CC1 | -0.5 | -5.7%
CN(C)c1ccc(CNC(=O)C(Cc2ccccc2)NS(=O)(=O)c2ccc3c(c2)oc(=O)n3C)cc1 (stereo not given) | -1.1 | -2.9%
CCN(C(=O)CSc1nc2ccccc2n1CC(=O)Nc1ccc(F)cc1F)c1ccccc1 | -7.9 | 0.6%
COc1ccc(NC(=O)Cn2cc(S(=O)(=O)c3ccc(C)cc3)c(=O)c3ccccc32)cc1OC | 7.3 | 7.0%
CCOc1cc(CNC(=O)c2ccc3nc(C(C)C)oc3c2)cc(OCC)c1OCC | -10.1 | 0.5%
Cc1ccc(N2CCN(c3c(CN4CCCC4)c(=O)oc4ccccc34)CC2)c(C)c1 | -8.2 | 16.4%
CCOC(=O)c1cc(-c2ccc(C)cc2)n(CCC(=O)NCCc2ccc(C)cc2)c1C | -23.4 | 16.3%
CCOC(=O)c1c(C)[nH]c(C)c1S(=O)(=O)N1CCC(C(=O)NCc2ccccc2)CC1 | 8.0 | 2.4%
CCCCOc1ccc(NC(=O)c2cc3c(n(-c4ccc(Cl)cc4)c2=O)CCCC3=O)cc1 | 14.9 | 24.6%
Cc1ccc(CCNC(=O)c2ccc(CS(=O)(=O)c3ccc(Br)cc3)o2)cc1 | -6.0 | -13.3%
CC(=O)N1CCN(C(=O)C(=O)Nc2c3c(nn2-c2ccc(Cl)cc2)CSC3)CC1 | -7.9 | 1.0%
Cc1nc2nc(SCC(=O)NCc3ccccc3Cl)nn2c(C)c1Cc1ccccc1 | -11.0 | -5.3%
COc1ccc(-c2cc(C(=O)Oc3ccc(C)cc3)c3ccccc3n2)cc1 | 33.3 | 10.2%
CC1(C)N=C(c2ccc(F)cc2)C(=O)N1CC(=O)Nc1ccccc1Cl | 16.0 | 14.4%
CCCCc1nn2c(=O)cc(COC(=O)c3ccccc3NC(=O)C3CCCCC3)nc2s1 | 18.2 | 2.7%
Cc1cccc(CSCCNC(=O)CN(c2ccccc2)S(=O)(=O)N(C)C)c1 | 6.1 | 21.7%
Cc1cc(Br)cc(C)c1NC(=O)c1cnc2ccccn2c1=O | 44.7 | 22.4%
CC1=Nc2cc(C(=O)NC(C)C)ccc2Sc2ccc(C)cc21 | -76.9* | 15.5%
CCOc1ccc(CNC(=O)CS(=O)(=O)c2cccc3nsnc23)cc1 | 11.4 | 0.4%

The closing 2 compounds of the section before come first, to join the parts:
SMILES | HCMV antiviral | AmpC inh detg
CC1=Nc2cc(C(=O)NC(C)C)ccc2Sc2ccc(C)cc21 | -76.9* | 15.5%
CCOc1ccc(CNC(=O)CS(=O)(=O)c2cccc3nsnc23)cc1 | 11.4 | 0.4%
Cc1ccc(N(Cc2cccs2)C(=O)c2ccc(OC(C)C)cc2)cc1 | -3.2 | -4.3%
COCCCNc1ncnc2c1cnn2-c1ccc(F)cc1 | 68.0 | -5.5%
Cc1ccc(NC(=O)C2CCCN(S(=O)(=O)c3cccc4cccnc34)C2)c(C)c1 (stereo not given) | -9.2 | 10.1%
COc1cccc(NC(=O)c2sc3nc(C)c(C(=O)Nc4ccc(C)cc4C)c(-c4ccc(Br)cc4)c3c2N)c1 | 7.7 | ?
COc1ccc(-c2cn3nc(N4CCCC(C(=O)Nc5ccc(C)c(C)c5)C4)sc3n2)cc1 (stereo not given) | 0.0 | -3.9%
COc1ccc(-c2noc(CSc3nnc(-c4ccc(Cl)cc4)n3C)n2)cc1OC | -13.1 | 9.6%
Cc1ccc(S(=O)(=O)N2CCN(Cc3ccccc3)CC2)c(C)c1NS(C)(=O)=O | 2.1 | 8.7%
Cc1cc(O)c(-c2ccnc3cc(-c4ccccc4)nn23)cc1Cl | -8.8 | -5.4%
Cc1ccc2c(=O)c(C(=O)c3ccccc3)cn(CC(=O)Nc3ccccc3)c2n1 | -3.8 | -9.2%
CC(C)OC(=O)c1cccnc1SCC(=O)Nc1ccc(C(F)(F)F)cc1Cl | 84.3 | -0.5%
Cc1ccc2[nH]c3c(=O)n(CC(=O)N(CCN(C)C)Cc4ccccc4)ncc3c2c1 | -26.9 | 20.8%
Cc1c2cnn(CC(=O)NC(C)C)c(=O)c2c(C)n1Cc1cccc(Cl)c1 | -1.6 | 2.0%
Cc1ccc(CCNC(=O)CCSCc2ccccc2F)cc1 | 6.1 | 2.7%
O=C(Cn1ncc2c(Cl)cccc21)NCc1cccc(Cl)c1 | 19.9 | -5.1%
COc1ccccc1N1CCN(C(=O)c2cnn(-c3cccc(Cl)c3)c2C2CCN(C(=O)OC(C)(C)C)CC2)CC1 | -16.9 | 15.4%
CN(C)c1ccc(CNC(=O)c2sc3ncccc3c2-n2cccc2)cc1 | 7.6 | 11.1%
Cc1c(CNC2CCCCCC2)c(C(=O)O)c(C)n1Cc1ccc(F)cc1Cl | -1.9 | 18.8%
Cc1ccc(C)c(N2CCN(C(=O)CCn3c(=O)[nH]c4ccccc4c3=O)CC2)c1 | -18.1 | 2.7%
O=C(Cn1c(-c2cccs2)cc2ccccc21)NCCCN1CCN(c2ccc(F)cc2)CC1 | -31.2 | -7.2%
CN(C)S(=O)(=O)N1CCC(n2c(C(F)(F)F)nc3cccnc32)CC1 | 1.9 | 0.4%
CC(C)OCCCNC(=O)c1nn(C)c2c1CSc1ccccc1-2 | -38.5 | 3.2%
COC(=O)c1c(NC(=O)C(C)Oc2ccc(Cl)cc2Cl)sc2c1CCCC2 (stereo not given) | -6.2 | -5.9%
COc1ccc(C(=O)Oc2c(Sc3ccc(Cl)cc3)c(C)nn2C(C)(C)C)cc1OC | -28.4 | 5.8%
CSc1ncc(C(=O)NCc2ccc(C)cc2)c(-c2ccccc2)n1 | 6.8 | 10.5%
Cc1cc(C)cc(-n2ccnc2SCC(=O)Nc2ccccc2F)c1 | ? | 5.4%
O=C(Cc1ccccc1)N(Cc1cccnc1)c1nc2ccc(F)cc2s1 | 29.0 | 5.7%
COc1ccc(Cl)cc1NC(=O)CSc1nc(-c2ccco2)cc(C(F)(F)F)n1 | ? | 18.7%
CCc1ccc2nc(N(CCN(CC)CC)C(=O)c3ccco3)sc2c1 | -4.0 | 19.2%
Cc1cccc(CNS(=O)(=O)c2ccc(-c3coc(C)n3)cc2)c1 | -6.4 | 1.9%
COc1ccc(OCC(=O)NCC(c2ccc(Cl)cc2)N2CCCCC2)cc1 (stereo not given) | -9.4 | 15.5%
CC1=C(c2ccc(C(C)C)cc2)S(=O)(=O)N=C1N1CCN(c2ccccc2F)CC1 | -61.7* | 28.0%
Cc1cc(NC(=O)CC(C)C)cc(-c2nc3ncccc3o2)c1O | 5.8 | -4.7%
COc1ccc(OC)c(CCNc2ncnc3onc(C)c23)c1 | -39.2 | 7.7%
Cc1ccc(CSc2nncn3c2cc2sccc23)cc1 | ? | 17.8%
Cc1ccc(NC(=O)Nc2nnc(N(C)Cc3ccccc3)s2)c(C)c1 | -0.7 | -0.2%
Cc1ccccc1-c1noc(-c2ccc(N3CCCCC3)c([N+](=O)[O-])c2)n1 | -37.4 | -0.1%
O=c1c2ccccc2n(Cc2cccc(F)c2)c(=O)n1Cc1ccccc1Cl | -18.3 | ?
Cc1cccc(-c2nnc(C3CCN(S(=O)(=O)c4cccc(Cl)c4)CC3)o2)c1 | -94.2* | -9.7%

An excerpt; the hit share may differ from the screen's.
